Platelet DG rel = modulates dense granule release in human platelets. 0.22% of 300,000 active. human platelet-rich plasma, SFLLRN dense granule ATP release, luminescence. inhibition, %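 (compounds screened at 7.5 µM in platelet-rich plasma)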;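 active = mean replicate score, as percent of positive control, at or above 50; inconclusive = mean below 50 but at least one replicate at or above 50; inactive = mean and every replicate below 50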
HIF act = HIF pathway transcriptional activation; U2OS HRE-luciferase reporter, luminescence; normalized: DMSO 0%, desferrioxamine 100%; activation, % at 7.5 µM (by protocol); 0.32% of 300,000 active; AID 1910;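 active = mean activation of at least 10% of the iron chelator positive control signal, with at least half of replicates also reaching 10%; inconclusive = mean and replicate majority disagree about reaching 10%; inactive = mean and most replicates under 10%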
TRPC6 inh = inhibitors of mouse TRPC6 channel | AID 2553 | 1.1% of 310,000 active | B-score at 10 µM | HEK293-TRPC6, membrane potential dye, ACh-evoked depolarization; stronger effect = lower value;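 active = B-score under library mean minus 3 SD, initial fluorescence not abnormally high, positive integrated signal ratio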;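 also: B-score derived from integrated fluorescence ratio over the kinetic read; more negative B-score means stronger inhibition of depolarization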
Target sequence (Q61143 whole entry, looked up): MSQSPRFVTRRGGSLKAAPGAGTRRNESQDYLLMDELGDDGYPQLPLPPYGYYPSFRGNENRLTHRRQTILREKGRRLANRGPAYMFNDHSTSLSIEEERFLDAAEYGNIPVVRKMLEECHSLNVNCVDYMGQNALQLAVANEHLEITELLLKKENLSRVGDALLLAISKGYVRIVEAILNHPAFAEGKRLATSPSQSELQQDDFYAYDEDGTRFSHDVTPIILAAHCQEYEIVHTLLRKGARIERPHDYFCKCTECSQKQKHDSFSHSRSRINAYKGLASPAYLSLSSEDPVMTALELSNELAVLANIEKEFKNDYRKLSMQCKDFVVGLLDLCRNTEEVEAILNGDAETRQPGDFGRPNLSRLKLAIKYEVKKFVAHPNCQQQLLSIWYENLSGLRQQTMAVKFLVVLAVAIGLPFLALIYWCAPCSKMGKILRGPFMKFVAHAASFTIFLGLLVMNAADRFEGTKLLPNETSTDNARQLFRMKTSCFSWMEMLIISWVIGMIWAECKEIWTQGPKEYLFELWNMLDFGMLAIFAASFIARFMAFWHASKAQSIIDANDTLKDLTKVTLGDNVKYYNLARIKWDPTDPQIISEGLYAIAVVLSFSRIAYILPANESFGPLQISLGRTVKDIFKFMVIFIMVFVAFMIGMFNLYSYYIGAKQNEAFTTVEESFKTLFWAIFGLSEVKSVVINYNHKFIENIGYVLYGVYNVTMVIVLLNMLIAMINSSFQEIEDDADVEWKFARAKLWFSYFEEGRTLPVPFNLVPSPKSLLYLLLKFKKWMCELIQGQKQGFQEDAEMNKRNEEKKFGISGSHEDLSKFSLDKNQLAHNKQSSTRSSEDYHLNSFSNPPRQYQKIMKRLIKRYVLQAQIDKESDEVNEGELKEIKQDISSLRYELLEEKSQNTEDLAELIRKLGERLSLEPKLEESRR
SKKanGAS inh = inhibitors of SKKanGAS S. pyogenes growth in kanamycin (SK-promoter or general growth effect); BacTiter-Glo, 6 h; 1.3% of 300,000 active; AID 1662; inhibition, % at 7.5 µM;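 active = mean replicate score, as percent of positive control median, at least 50; inconclusive = mean below 50 but one replicate at or above 50; inactive = mean and every replicate below 50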;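 also: strain carries kanamycin resistance gene driven by streptokinase promoter and grows in 40 µg/ml kanamycin; loss of luminescence reflects streptokinase promoter inhibition or plain growth inhibition; 0% = median of DMSO wells and 100% = positive control at its reference dose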
MrgX1 antag = antagonists of human MrgX1 receptor | 1.3% of 310,000 active | B-score at 10 µM | Q96LB2 | MRGX1-HEK293 calcium flux, Fluo-4, BAM8-22 antagonism; stronger effect = lower value;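 active = calcium-response B-score plate-corrected more than 3 library SD below zero, starting fluorescence within 5 deviations, no agonist response on first addition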;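 also: peak minus trough fluorescence over baseline after final BAM8-22 challenge near maximal dose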
TRPC4 inh = inhibitors of mouse TRPC4 channel; B-score at 10 µM; Q9QUQ5; 0.39% of 300,000 active; HEK293 TRPC4beta/mu-opioid, DAMGO-evoked Fluo4 calcium flux; stronger effect = lower value;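 active = B-score over 3 SD under the library average, no early fluorescence shift, positive overall ratio signal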
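material = TRPC4beta/mu-opioid receptor HEK293 cell line | probe or stimulus = sequential submaximal and maximal DAMGO stimulation | compound dosing = one concentration per compound | measured by = Fluo4 Ca2+ flux fluorescence | evaluation = integrated fluorescence ratio relative to baseline, converted to per-well B score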
RGS4 act = potentiators or activators of RGS4 | 0.92% of 310,000 active | HEK293 M3R/inducible RGS4, carbachol calcium flux Fluo4; stronger effect = lower value | B-score at 10 µM;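 active = B-score of the integrated calcium signal more than 4 SD below the library mean, with starting fluorescence not abnormally high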;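 also: negative B-score means reduced calcium response which marks RGS4 activation or potentiation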
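test system = HEK293 cells with stable M3R and inducible RGS4 | schedule = recording 10 s baseline at 1 Hz, 100 s post-agonist | technique = Fluo4-AM (2 µM) calcium-flux fluorescence, kinetic read | measure = Agonist-evoked peak-minus-minimum fluorescence over baseline, integrated ratio, B score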
RGS4 inh = inhibitors of human RGS4 | P49798 | HEK293 M3R/RGS4 inducible, Fluo-4 calcium flux; stronger effect = higher value; triggered by carbachol at its EC20 | B-score at 10 µM | 0.45% of 310,000 active | AID 463165;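 active = B-score, a plate-corrected calcium signal, over three deviations above library mean, with baseline fluorescence within five deviations of library mean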;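 also: RGS4 expression induced by doxycycline in cells with stable M3 receptor; B-score is computed from the integrated fluorescence ratio over baseline after carbachol; higher B-score means a larger calcium signal and so more RGS4 inhibition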
Target sequence (P49798 whole entry, looked up): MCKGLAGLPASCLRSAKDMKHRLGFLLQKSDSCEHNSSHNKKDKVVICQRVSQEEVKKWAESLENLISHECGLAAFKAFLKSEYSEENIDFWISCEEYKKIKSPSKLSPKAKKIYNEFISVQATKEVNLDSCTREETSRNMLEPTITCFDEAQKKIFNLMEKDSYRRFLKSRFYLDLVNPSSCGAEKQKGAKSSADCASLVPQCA
MrgX1 allo act = allosterically activates human MrgX1 receptor signaling; Q96LB2; MrgX1-HEK293, Fluo-4 calcium flux, FDSS; stronger effect = higher value; B-score at 10 µM; 0.63% of 310,000 active;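 active = plate-corrected calcium response at least 3 library SD above typical, normal starting fluorescence, not activating the receptor alone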;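 also: compound read alongside a low EC10 to EC30 dose of BAM8-22 agonist; peak minus trough fluorescence over baseline measured at the second addition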
TRPC6 act = activates the mouse TRPC6 cation channel | Q61143 | HEK293-TRPC6 membrane potential dye fluorescence; stronger effect = higher value | B-score at 10 µM | 0.13% of 310,000 active;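 active = B-score of the integrated fluorescence ratio above library mean plus 3 SD, and starting fluorescence ratio within library mean plus 5 SD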;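 also: higher score means more depolarization so channel activation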
MrgX1 ag = agonists of human MrgX1 receptor; Q96LB2; MrgX1-HEK293 cells, Fluo-4 calcium fluorescence, agonist mode; stronger effect = higher value; B-score at 10 µM; 0.44% of 310,000 active; AID 588627;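 active = calcium response B-score plate-corrected fluorescence ratio at least 3 library SD, with starting fluorescence B-score inside 5 SD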
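Material: HEK293 cells stably expressing human MrgX1 receptor | Quantity: 15,000 cells per well | Times: Cells plated overnight, dye loaded 0.5 h 37 °C, 0.5 h room temperature | Measured by: Kinetic Fluo-4 NW fluorescence of intracellular calcium | Control set: Positive and negative controls per plate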
An asterisk follows results filed as active; i = inactive; ? = inconclusive; nt = no result given. No enrichment for hits; overall some 6.1% were active at least once.

#	SMILES	TRPC6 inh	TRPC4 inh	RGS4 act	RGS4 inh	MrgX1 antag	MrgX1 allo act	MrgX1 ag	Platelet DG rel	SKKanGAS inh	HIF act	TRPC6 act
1	CC(C)(C)NC(=O)CSc1nnc(C2CC2)n1-c1ccccc1	i	i	i	i	i	i	i	1	-5	-0.7	i
2	O=C(CCCN1C(=O)c2cccnc2C1=O)Nc1ccc(F)cc1Cl	i	i	i	i	i	i	i	8	5	-1.4	i
3	O=C(NNc1ccccc1[N+](=O)[O-])Nc1cccc(Cl)c1	i	i	i	i	i	i	i	-7	-15	0.4	i
4	Cc1cc(C(=O)O)ccc1-n1c(C)cc(/C=C2\SC(=O)NC2=O)c1C	i	i	i	i	i	i	i	1	14	-1.4	i
5	O=c1ccccn1CCOc1ccc(Cl)cc1	i	i	i	i	i	i	i	12	-2	0.4	i
6	COc1ccc(-n2nnnc2SCC(=O)c2ccc3c(c2)OCCO3)c(OC)c1	i	i	i	i	i	i	i	-5	2	0.5	i
7	Cc1cc(C(=O)C(=O)O)c(C)n1-c1ccc(Cl)cc1	i	i	i	i	i	i	i	-5	-3	0.5	i
8	Cc1ccc(NC(N)=S)cc1	i	i	i	i	i	i	i	0	-7	-0.4	i
9	CCn1cc(SCC(=O)NCc2ccc3c(c2)OCO3)c2ccccc21	i	i	i	i	i	i	i	-1	-7	0.0	i
10	C/C(=N\NS(=O)(=O)c1cccc([N+](=O)[O-])c1)c1cccnc1	i	i	i	i	i	i	i	1	-2	0.3	i
11	O=C(Nc1c(Cl)cccc1Cl)c1cc(=O)n(Cc2ccccc2)c(=O)[nH]1	i	i	i	i	i	i	i	3	3	-0.1	i
12	COc1ccc(C(=O)NC(=S)NC(C)c2ccccc2)cc1 (configuration not stated)	i	i	i	i	i	i	i	-3	-10	0.3	i
13	O=C(COC(=O)c1ccco1)NCc1cccs1	i	i	i	i	i	i	i	-1	-5	-12	i
14	CCOc1ccccc1C(=O)Nc1ccsc1C(=O)OC	i	i	i	i	i	i	i	3	-18	-0.8	i
15	C=CCNC(=O)c1onc(CSc2ccc(F)cc2)c1C(=O)O	i	i	i	i	i	i	i	-2	2	0.0	i
16	CCOc1ccc2nc(SC(CC)C(=O)Nc3cc(C)on3)sc2c1 (configuration not stated)	i	i	i	i	i	i	i	-6	-11	-0.2	i
17	COc1ccc(C2=NN(C3=NN=C(N)Cc4ncnn43)C(O)(C(F)(F)F)C2)cc1 (configuration not stated)	i	i	i	i	i	i	i	0	3	-0.9	i
18	COc1cc(C)c(COc2ncnc3ccccc23)cc1OC	i	i	i	i	i	i	i	-7	-14	0.2	i
19	O=C1N(Cc2cccc(Cl)c2)C[C@@H]2C[C@@H](c3ccco3)N3CCC[C@@]123	i	i	i	i	i	i	i	9	1	-1.3	i
20	COc1ccc(-c2nc(CS(=O)CC(=O)NC3CCCC3)c(C)o2)cc1OC (configuration not stated)	i	i	i	i	i	i	i	4	4	-0.2	i
21	Cc1ccccc1-n1c(SCC(=O)Nc2ccccc2)nc2nc3c(cc2c1=O)CCCC3	i	i	i	i	i	i	i	10	10	-0.1	i
22	CCCCC(=O)Nc1cc(NC(=O)CC)ccc1Cl	i	i	i	i	i	i	i	8	1	-0.2	i
23	O=C(N/N=C/c1ccccc1C(=O)O)c1ccncc1	i	i	i	i	i	i	i	-6	-1	0.3	i
24	CCCCCCn1c(COc2ccccc2F)nnc1SCC(=O)c1c(N)n(C)c(=O)n(C)c1=O	i	i	i	i	i	i	i	-1	1	-0.3	i
25	C=CCSc1nc(C)cc(C(=O)OCC)c1C#N	i	i	i	i	i	i	i	7	-3	-0.5	i
26	Cc1c(NS(=O)(=O)CC23CCC(CC2=O)C3(C)C)c(=O)n(-c2ccccc2)n1C (configuration not stated)	i	i	i	i	i	i	i	2	1	0.2	i
27	CCC(=O)Nc1ccc(C(=O)Nc2cccc(OC)c2)cc1	i	i	i	i	i	i	i	18	-6	1.6	i
28	Cc1ccccc1C(=O)NC(=S)NCc1cccnc1	i	i	i	i	i	i	i	-5	-2	0.3	i
29	Cn1c(=O)c2c(SCC(=O)N3CCOCC3)nc(-c3ccccc3Cl)nc2n(C)c1=O	i	i	i	i	i	i	i	5	11	0.0	i
30	O=C(Nc1ccc(NC(=S)NC(=O)c2ccco2)cc1)c1ccccc1	i	i	i	i	i	i	i	-14	8	0.4	i
31	CN(C)CCN(Cc1cc2cc3c(cc2[nH]c1=O)OCCO3)C(=S)NCC1CCCO1 (configuration not stated)	i	i	i	i	i	i	i	-51	2	-0.6	i
32	O=C(O)C1Cc2[nH]cnc2C(c2ccc(F)cc2)N1 (configuration not stated)	i	i	i	i	i	i	i	2	-5	-0.4	i
33	CCN(CC)CCN(C(=O)CCS(=O)(=O)c1ccccc1)c1nc2cc(C)cc(C)c2s1	i	i	i	i	i	i	i	3	?	0.2	i
34	O=S(=O)(NCC(Nc1ccc(Cl)cc1)c1ccccc1)c1ccccc1 (configuration not stated)	i	i	i	i	i	i	i	11	16	-0.8	i
35	Cc1ccc(S(=O)(=O)Oc2ccc(/C=C(/NC(=O)c3ccccc3)C(=O)NCCC(=O)O)cc2)cc1	i	i	i	i	i	i	i	8	6	-0.1	i
36	CCCNC(=O)Cn1cnc2sc(C(=O)N3CCCC(C(=O)OCC)C3)c(C)c2c1=O (configuration not stated)	i	i	i	i	i	i	i	16	-2	0.4	i
37	c1ccc(-c2cc(-c3ccccc3)n3ncnc3n2)cc1	i	i	i	i	i	i	i	-5	9	0.9	i
38	O=C1c2cccc3cc(Br)cc(c23)C(=O)N1Nc1ccccc1	i	i	i	i	i	i	i	0	6	0.8	i
39	CCCN1C(=O)c2ccc(C(=O)Nc3ccccc3C(=O)O)cc2C1=O	i	i	i	i	i	i	i	1	16	-0.9	i
40	COCCN(C(=O)COC(=O)c1ccccc1Oc1ccccc1)c1c(N)n(Cc2ccccc2)c(=O)[nH]c1=O	i	i	i	i	i	i	i	-5	-2	-0.2	i
41	Cc1ccc(S(=O)(=O)N2CCC(C(=O)OCC(=O)Nc3cc(S(C)(=O)=O)ccc3Cl)CC2)cc1C	i	i	i	i	i	i	i	-5	-4	0.8	i
42	CCn1cnc2cc(NC(=O)c3ccco3)ccc21	i	i	i	i	i	i	i	0	-3	0.9	i
43	COC(=O)c1ccc2c(=O)[nH]c(CN3c4ccccc4CC3C)nc2c1 (configuration not stated)	i	i	i	i	i	i	i	13	10	-0.2	i
44	COc1cccc(-c2c(C(=O)N/N=C/c3ccc(C)o3)nnn2-c2nonc2N)c1	i	i	i	i	i	i	i	16	2	nt	i
45	O=C(NCc1ccc2c(c1)OCO2)c1ccc(S(=O)(=O)N2CCCCC2)cc1	i	i	i	i	i	i	i	-9	2	-0.4	i
46	O=C(Cn1cnc2c(nnn2-c2ccccc2)c1=O)NCC1CCCO1 (configuration not stated)	i	i	i	i	i	i	i	2	-2	0.4	i
47	CCOC(=O)c1sc(NC(=O)CCN2CC(C)OC(C)C2)c(C(=O)OCC)c1C (configuration not stated)	i	i	i	i	i	i	i	-2	26	-47	i
48	Cc1ccc(Oc2ncccc2NC(=O)CC2(CC(=O)O)CCCC2)c2c1CCC2	i	i	i	i	i	i	i	-2	7	-0.5	i
49	Cc1ccc(S(=O)(=O)CCC(=O)NCCN2C(=O)S/C(=C/c3ccc(F)cc3)C2=O)cc1	i	i	i	i	i	i	i	7	-8	1.1	i
50	O=C(Cn1ncc2c3ccccc3n(Cc3ccccc3)c2c1=O)NC1CCCC1	i	i	i	i	i	i	i	3	1	-0.2	i
51	Cc1cc(OCCOCCNC(C)C)cc(C)c1Cl	i	i	i	i	i	i	i	31	0	0.0	i
52	Cc1cc(SCC(=O)OC(C)C(=O)N(C)c2ccccc2)nc2ccccc12 (configuration not stated)	i	i	i	i	i	i	i	-23	-10	0.1	i
53	COc1cc(NC(=S)NCc2cccnc2)cc(OC)c1	i	i	i	i	i	i	i	1	3	-0.1	i
54	Cc1ccc2c(c1)N(CCC(=O)NCc1cccnc1)C(=O)CO2	i	i	i	i	i	i	i	-1	-1	-0.3	i
55	COc1ccc(C)cc1-n1nnnc1SCC1CCCO1 (configuration not stated)	i	i	i	i	i	i	i	-2	5	-0.1	i
56	Cc1cc(NC(=O)CCN2CCN(C/C=C/c3ccccc3)CC2)ccc1Br	i	i	i	i	i	i	i	3	-1	-1.0	i

(further entries)
#	SMILES	TRPC6 inh	TRPC4 inh	RGS4 act	RGS4 inh	MrgX1 antag	MrgX1 allo act	MrgX1 ag	Platelet DG rel	SKKanGAS inh	HIF act	TRPC6 act
57	COc1ccc(CN2CCN(Cc3ccc(Br)cc3)CC2)c(OC)c1OC	i	i	i	i	i	i	i	-5	-10	-8.1	i
58	CCC(=O)Nc1ccc(NC(=O)c2cccc3ccccc23)cc1	i	i	i	i	i	i	i	1	-3	-1.3	i
59	COc1ccc2c(c1)c(-c1csc(N)n1)c(C)n2C	i	i	i	i	i	i	i	-1	17	0.0	i
60	Cc1ccc(SCc2c(C(=O)N/N=C/c3ccc4c(c3)OCO4)nnn2-c2nonc2N)cc1	i	i	i	i	i	i	i	-17	3	-0.2	i
61	O=C(CSc1cccc[n+]1[O-])Nc1cccc(S(=O)(=O)NC2=NCCCCC2)c1	i	i	i	i	i	i	i	-5	-20	-1.3	i
62	COCc1c(C(=O)OC)nnn1-c1ccccc1	i	i	i	i	i	i	i	-1	10	0.0	i
63	O=C(O)c1ccc(NC(=S)NCc2ccccc2)cc1	i	i	i	i	i	i	i	-4	-2	-0.3	i
64	COCCNC(=O)NC1(C(F)(F)F)Oc2ccc(Cl)cc2O1 (configuration not stated)	i	i	i	i	i	i	i	1	0	1.9	i
65	CCOc1cccc(CN2CCCC(N3CCN(c4cccc(Cl)c4)CC3)C2)c1O (configuration not stated)	i	i	i	i	i	i	i	8	-2	0.2	i
66	Cc1c(C(=O)OCc2ccc(F)cc2)sc2nc3n(c(=O)c12)CCC3	i	i	i	i	i	i	i	9	13	2.1	i

Bioassay records deposited in PubChem by several laboratories.
